GPR55 antagonists – GPR55 antagonists blocking LPI-driven arrestin recruitment, primary screen, imaging, U2OS, beta-arrestin-GFP, LPI agonist (AID 2013); U2OS GPR55 beta-arrestin-GFP translocation imaging, LPI antagonism; higher % means a stronger effect; one-dose inhibition, % at 10 µM; IC50 in µM for titrated hits; 0.13% of 290,000 active;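 active = spots per cell inhibited over 60%, with over 100 cells counted and total cytoplasm intensity under 500,000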;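 also: U2OS cells stably carrying GPR55 and arrestin-GFP stimulated by 5 µM LPI near EC80; imaged beta-arrestin-GFP aggregate spots per cell after agonist stimulation; plate controls were LPI-stimulated DMSO wells for no effect and DMSO wells without LPI for full effect; some results filed as inactive read as strong as hits; confirmed hits need IC50 under 10 µM and bright autofluorescent wells are also inconclusive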
KOR beta-arrestin-1 – kappa opioid receptor activators – cell-based, luminescence, uHTS, primary screen (AID 1777); one-dose activation, % at 10 µM; EC50 in µM for titrated hits; KOR beta-arrestin recruitment, luminescence; higher % means a stronger effect; 0.02% of 280,000 active; in the data active = activation above about 50%, passing the limit was not always enough; also: a part of the inactive calls stands beside numbers as strong as those of hits
KOR beta-arrestin-2 – kappa opioid receptor blockers – cell-based, luminescence, uHTS (AID 1778) | inhibition, % at 10 µM; hits with a dose series show IC50 in µM | 0.091% of 290,000 active | KOR beta-arrestin recruitment, luminescence, antagonist mode; higher % means a stronger effect; in the data active = inhibition above about 50%; also: strong numbers were not always called active
NTR1 agonist – agonists of NTR1, primary screen, imaging, U2OS cells, beta-arrestin-GFP, high content (AID 493036). P30989. NTR1-U2OS beta-arrestin-GFP spot imaging, agonist mode. activation, % at 20 µM. 0.17% of 330,000 active;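 active = activation at or above 40% of the spot to cytoplasm intensity ratio, with at least 20 cells analyzed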;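 also: 0% = DMSO without peptide and 100% = 100 nM NTR1 peptide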
Target sequence (P30989 whole entry, looked up): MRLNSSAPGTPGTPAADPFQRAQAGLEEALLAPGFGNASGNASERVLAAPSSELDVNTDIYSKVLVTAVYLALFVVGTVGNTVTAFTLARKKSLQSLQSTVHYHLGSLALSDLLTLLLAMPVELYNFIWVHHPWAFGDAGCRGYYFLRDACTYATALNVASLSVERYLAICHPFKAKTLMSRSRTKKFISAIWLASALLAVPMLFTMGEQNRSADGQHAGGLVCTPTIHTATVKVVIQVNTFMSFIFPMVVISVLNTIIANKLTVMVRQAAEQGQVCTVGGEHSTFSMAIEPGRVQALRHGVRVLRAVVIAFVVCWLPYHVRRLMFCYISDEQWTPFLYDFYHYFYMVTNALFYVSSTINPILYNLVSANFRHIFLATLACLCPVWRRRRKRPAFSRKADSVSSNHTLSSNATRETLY
GPR55 beta-arrestin – selective activators of receptor GPR55 – imaging, U2OS cells, beta-arrestin-GFP redistribution, primary screen (AID 1961). U2OS GPR55 beta-arrestin-GFP redistribution imaging; higher % means a stronger effect. one-dose activation, % at 10 µM; EC50 in µM for titrated hits. 0.048% of 290,000 active;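 active = activation above 40% with more than 50 cells counted in the well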;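 also: U2OS osteosarcoma cells stably expressing GPR55 and beta-arrestin-GFP; plate controls were DMSO negative control for no effect and LPI positive control for full effect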
GPR35 antagonists – GPR35 antagonists blocking zaprinast-driven arrestin recruitment, primary screen, imaging, U2OS, beta-arrestin-GFP, zaprinast agonist (AID 2058); 0.052% of 290,000 active; U2OS GPR35 beta-arrestin-GFP translocation imaging, zaprinast antagonism; higher % means a stronger effect; one-dose inhibition, % at 10 µM; IC50 in µM for titrated hits;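 active = inhibition of at least 50% with at least 30 cells and total cytoplasm GFP at most 10,000,000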
West Nile antiviral – West Nile virus antiviral activity, cell-based, CPE readout (AID 1621); 0.02% of 290,000 active; CPE inhibition, % at 10 µM; hits with a dose series show IC50 in µM; West Nile virus-infected cells, CPE inhibition; higher % means a stronger effect; in the data active = a potency from the dose series; also: strong numbers were not always called active
T cell modulator – T cell immune modulators affecting CD8 T cell-vesicle binding; 2C CD8+ T cell-vesicle binding, flow cytometry; active compounds read low; calls only at 7 µM; 0.068% of 330,000 active; AID 2052;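 active = response, share of CD8 T cells binding vesicles, and their 90th percentile fluorescence all below set limits, cut at about 80% in these data, passing the limit was not always enough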
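Assay system: 2C TCR transgenic mouse naive CD8+ T cells, MACS-purified | Read-out: CD8+ gate FL2 mean fluorescence as % of same-row positive control | Signal: High-throughput flow cytometry with anti-B7-1 and anti-CD8 staining | Timing: Binding step 1.5 h, 37 °C, antibody labelling 20 min, ice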
Salmonella PhoP GFP – inhibitors of PhoP regulon expression, primary screen, Salmonella Typhimurium, GFP reporter (AID 1863); S. Typhimurium PhoP-regulated promoter GFP reporter, 4 h; higher % means a stronger effect; inhibition, % at 50 µM; hits with a dose series show IC50 in µM; 0.16% of 300,000 active;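 active = inhibition over 29.93%, a cutoff 3 SD above the screen mean, later confirmed by dose response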;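 also: 0% = low Mg2+ inducing control and 100% = high Mg2+ repressing control; strong numbers were not always called active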
T cell modulator vesicle-bound % – second read-out of T cell modulator, no call of its own (marks repeat the call); double positive events, %; measured here: CD8+ vesicle-bound cell fraction;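 binding gate set so that unloaded-vesicle control wells show 10% double positive cells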
NTR1 agonist cell count 20 µM – further read-out of NTR1 agonist, marked with its call; cell count; measured here: cell count, cytotoxicity flag
Starred values were filed as active, the others as inactive; i = inactive; x = not tested or not shown; [ ] = remark or other dose.

SMILES	GPR55 antagonists	KOR beta-arrestin-1	KOR beta-arrestin-2	NTR1 agonist	NTR1 agonist cell count 20 µM	GPR55 beta-arrestin	GPR35 antagonists	West Nile antiviral	T cell modulator	T cell modulator vesicle-bound %	Salmonella PhoP GFP
CC(C)CC(=O)NC(=S)NCCc1ccccc1	-6%	2.9%	-21%	-0.1	85	-0.1%	-6%	-0.8%	i	37	14%
O=C(CCCC(=O)N/N=C\c1ccccn1)N/N=C\c1ccccn1	-2%	2.7%	-3%	-1.2	50	-0.2%	-11%	0.0%	i	52	1%
COc1ccccc1CNC(=O)CSc1nc(C)cs1	-2%	-4.7%	3%	0.2	41	0.5%	-2%	-0.4%	i	36	4%
COCCN(C(=O)C1CCC1)c1nnc(-c2cccnc2)s1	2%	0.4%	24%	-5.4	70	-0.2%	12%	-0.1%	i	31	-6%
COCCNS(=O)(=O)c1ccc(-c2ccc(Cl)cc2)cc1	5%	x	-16%[20 µM]	-1.1	64	-0.1%	16%	-1.4%	i	11	-2%
CC(=O)Nc1ccc(OCC(O)Cn2c3ccccc3c3ccccc32)cc1 (stereo unspecified)	13%	-3.6%	0%	3.1	67	0.6%	15%	-0.4%	i	6	13%
Cc1cc(C)c(C#N)c(SCCN2CCOCC2)n1	-1%	5.2%	-2%	-0.2	54	-0.1%	2%	0.2%	i	36	-8%
COc1ccc(C(=O)NNC(=O)CNC(=O)C2CCCCC2)cc1	4%	-5.6%	-3%	-0.6	78	0.2%	-6%	1.6%	i	47	6%
CC(C)C[C@@H](C(=O)N[C@@H](C(=O)O)c1ccccc1)N1C(=O)N2CCc3c([nH]c4ccccc34)[C@@]2(C)C1=O	-4%	-4.6%	-9%[20 µM]	-1.9	84	0.3%	-18%	-0.3%	i	47	-6%
c1ccc(N=P(N2CCOCC2)(N2CCOCC2)N2CCOCC2)cc1	9%	11%	6%	0.4	41	-0.2%	-9%	0.2%	i	7	-4%
COc1ccc(N2CCN(c3nc(C)c(C)c(=O)[nH]3)CC2)cc1	5%	x	-24%[20 µM]	0.2	57	-0.2%	2%	-0.9%	i	58	5%
CN(C)N1C(N)=C(C#N)C(c2cccs2)C2=C1CCCC2=O (stereo unspecified)	2%	-4.7%	24%	0.5	47	0.7%	-7%	-0.3%	i	37	0%
CSc1ccccc1NC(=O)COc1ccc(Cl)cc1	-4%	3.9%	20%	7.6	70	0.1%	8%	0.6%	i	19	8%
O=c1cc(CN2CCN(c3ccc(F)cc3)CC2)c2cc3c(cc2o1)CCCC3	4%	5.3%	-8%	2.4	57	-0.1%	4%	-0.3%	i	19	4%
C=CCN(c1ccccc1)S(=O)(=O)c1ccc2c(c1)NC(=O)C(C)C(=O)N2 (stereo unspecified)	10%	2.4%	-5%[20 µM]	3.5	45	-0.1%	-17%	-0.3%	i	24	x
CN(CC(=O)NCc1cccnc1)S(=O)(=O)c1ccc(F)cc1	0%	-5.9%	-22%	0.2	58	-0.2%	7%	-0.1%	i	20	0%
Cc1cc(NC(=O)CSc2nc(-c3ccccc3)nc3c2c(=O)n(C)c(=O)n3C)no1	12%	-2.5%	-28%	1.2	67	0.3%	1%	x	i	34	-8%
COc1cc(OC)cc(C(=O)NCCSCc2ccco2)c1	13%	-5.2%	14%	-0.6	53	-0.1%	4%	0.0%	x	x	0%
CCOC(=O)c1nn(-c2ccc(C)cc2)c2nc(Nc3ccccc3)cc(=O)n12	13%	-1.3%	-14%	1.5	52	0.0%	-10%	0.0%	i	38	-13%
CN(C)S(=O)(=O)N1C(=O)c2ccccc2C1=O	2%	4.3%	14%	0.5	106	0.0%	13%	-0.2%	i	36	11%

3 consecutive records from above, quoted:
SMILES	GPR55 antagonists	KOR beta-arrestin-1	KOR beta-arrestin-2	NTR1 agonist	NTR1 agonist cell count 20 µM	GPR55 beta-arrestin	GPR35 antagonists	West Nile antiviral	T cell modulator	T cell modulator vesicle-bound %	Salmonella PhoP GFP
CC(C)CC(=O)NC(=S)NCCc1ccccc1	-6%	2.9%	-21%	-0.1	85	-0.1%	-6%	-0.8%	i	37	14%
O=C(CCCC(=O)N/N=C\c1ccccn1)N/N=C\c1ccccn1	-2%	2.7%	-3%	-1.2	50	-0.2%	-11%	0.0%	i	52	1%
COc1ccccc1CNC(=O)CSc1nc(C)cs1	-2%	-4.7%	3%	0.2	41	0.5%	-2%	-0.4%	i	36	4%

(listing goes on)
SMILES	GPR55 antagonists	KOR beta-arrestin-1	KOR beta-arrestin-2	NTR1 agonist	NTR1 agonist cell count 20 µM	GPR55 beta-arrestin	GPR35 antagonists	West Nile antiviral	T cell modulator	T cell modulator vesicle-bound %	Salmonella PhoP GFP
O=C(CSc1nnc2ccccn12)NCCc1ccc(F)cc1	-10%	-3.1%	-8%	-1.4	48	0.2%	-23%	-0.1%	i	3	12%
CCOC(=O)c1cc2c(N)c(C(=O)c3ccc(Br)cc3)sc2[nH]c1=O	2%	-5.6%	-10%[20 µM]	3.7	50	0.9%	-14%	-0.1%	i	23	-11%
COc1cc2c(cc1OC)C(C1C(=O)CC(C)(C)CC1=O)N(C(=O)CCl)CC2 (stereo unspecified)	-8%	5.0%	6%	-0.8	102	-0.3%	-12%	-0.3%	i	49	5%
CC(C)OCCCn1c(-c2ccc(Br)cc2)c[nH]c1=S	8%	-4.3%	2%	2.2	58	0.6%	-2%	-1.7%	i	38	-1%
CN(C)c1ccc(/C=C2/C=C(c3ccc4c(c3)CCCC4)OC2=O)cc1	0%	-1.3%	17%	-1.5	35	0.0%	0%	0.4%	i	52	2%
Cc1ccc(C2=N/C(=C\N(C)C)C(=O)O2)cc1	-3%	1.6%	0%	-1.6	57	-0.1%	-5%	0.3%	i	38	1%
Cc1ccc(S(=O)(=O)N2CCC(C(=O)NCCc3ccccc3)CC2)cc1	3%	-3.3%	18%	0.3	86	-0.1%	-10%	0.1%	i	57	2%
COc1cccc(CN(CC(=O)NC2CCCC2)C(=O)CCC(=O)Nc2cc(C)on2)c1	4%	-4.6%	13%	-3.8	79	-0.1%	-10%	x	i	25	0%
CC1CC(C)CN(c2cc(N(C)CCO)c([N+](=O)[O-])c3nonc23)C1 (stereo unspecified)	0%	-1.6%	-8%	1.9	70	0.5%	-17%	-1.4%	i	36	0%
Cc1ccc(Nc2[nH]c(=O)c3ccccc3c2C(=O)c2ccccc2)cc1	x	x	x	0.3	66	x	x	0.3%	i	23	0%
Cc1ccc(/C=N/NC(=O)CSc2nnc(-c3ccccc3)n2-c2ccc(Cl)cc2)o1	20%	-4.6%	23%	5.6	51	0.2%	16%	-1.0%	i	50	10%
O=C(NCCCCNC(=O)c1ccc(Br)s1)c1ccc(Br)s1	-5%	-5.4%	-54%	0.1	74	0.0%	2%	-0.7%	i	51	3%
O=C(NNC(=O)C1CC2CCC1C2)c1sc2ccccc2c1Cl (stereo unspecified)	-5%	-4.2%	-22%	1.9	52	-0.3%	11%	-0.2%	i	34	-13%
CC(/C=N/NC(=O)COc1ccccc1C)=N\NC(=O)COc1ccccc1C	6%	3.3%	-39%	0.7	59	0.0%	33%	0.1%	i	9	5%
CC(=O)Nc1ccc(S(=O)(=O)N2CCC(N3CCCCCC3)CC2)cc1	9%	-2.8%	5%	0.7	58	-0.1%	-3%	-1.8%	i	63	2%
C=CCn1c(SCC(=O)c2c(N)n(C)c(=O)n(C)c2=O)nnc1-c1ccncc1	-16%	-6.4%	26%	-0.2	42	-0.4%	6%	-0.1%	i	26	2%
Cc1ccc(Sc2cc(NCCCO)c([N+](=O)[O-])c3nonc23)cc1	12%	-0.3%	6%	4.0	60	0.3%	5%	0.2%	i	23	1%
O=c1cc(CSc2ccc(Cl)cc2)[nH]c2[nH]n(-c3ccccc3)c(=O)c12	0%	4.1%	8%	0.0	63	0.0%	-14%	-0.3%	i	9	-9%
O=C1CSC(c2ccc(Cl)cc2)N1Nc1nc(N2CCOCC2)nc(N2CCOCC2)n1 (stereo unspecified)	21%	-5.1%	27%	0.3	46	-0.3%	-4%	-0.9%	i	63	-10%
O=C(Nc1ccc(S(=O)(=O)Nc2ccccc2)cc1)c1ccc(CN2CCOCC2)cc1	-1%	3.0%	-3%	4.1	50	1.0%	0%	-1.9%	i	37	12%
CC1Cc2ccccc2N1Cc1nc2scc(-c3cccs3)c2c(=O)[nH]1 (stereo unspecified)	0%	2.5%	14%	-0.3	40	-0.1%	-8%	0.1%	i	28	8%
CC/C(=N\NC(=O)C1CCCC1)c1cccc(Br)c1	4%	-1.6%	8%	7.2	54	-0.1%	5%	-0.3%	i	9	-5%
O=C(COc1ccc(Cl)cc1)NCCCNC(=O)c1cccnc1	-9%	-1.1%	-3%	0.0	52	0.7%	-10%	-0.3%	i	42	1%
CCS(=O)(=O)N1Cc2ccccc2CC1C(=O)Nc1ccc(OC)c(OC)c1 (stereo unspecified)	13%	-6.2%	-18%	0.2	67	0.4%	1%	-0.9%	i	19	-2%
COc1ccc(CC(=O)n2[nH]c(=O)c3ccccc3c2=O)cc1OC	-2%	-1.1%	-27%	-1.3	40	0.2%	-7%	-0.1%	i	48	-14%
CCn1cc(Cl)c(C(=O)NNC(=O)CCn2ccc([N+](=O)[O-])n2)n1	4%	-0.6%	12%	-0.5	53	0.0%	9%	-0.1%	i	18	16%
O=c1[nH]c(CN2CCN(S(=O)(=O)c3ccc4c(c3)OCCO4)CC2)nc2sc3c(c12)CCCC3	0%	-4.9%	-25%	2.6	43	-0.3%	-4%	0.7%	i	10	-9%
CCOC(=O)c1c(C)n(-c2ccccc2)c2ccc(O)cc12	-7%	x	-67%[20 µM]	7.1	74	0.2%	5%	-0.5%	i	32	0%
CS(=O)(=O)N1CCN(c2ccc(NC(=O)COc3ccccc3[N+](=O)[O-])cc2)CC1	-1%	-0.4%	-13%	1.0	44	-0.1%	13%	-0.6%	i	66	-4%
CSc1cccc(NC(=O)CN(c2ccc(C)cc2C)S(C)(=O)=O)c1	7%	1.4%	-16%	-1.4	46	0.0%	10%	-0.1%	i	38	8%
CC(=O)N1N=C(c2ccccc2)CC1c1cn(C)c2ccccc12 (stereo unspecified)	12%	1.4%	0%	3.5	50	-0.2%	6%	-0.6%	i	50	3%
CN(C)S(=O)(=O)c1cccc(N2C(=O)CC3(CCCCC3)CC2=O)c1	8%	-1.4%	-22%	1.0	47	-0.5%	-9%	-0.1%	i	27	1%
COc1ccc(Nc2nc(N)c([N+](=O)[O-])c(N3CCN(C)CC3)n2)cc1	7%	-6.2%	2%	-1.9	98	0.3%	-6%	-0.3%	i	26	3%
COc1ccc(OC)c(NC(=O)CS(=O)(=O)c2ccccc2)c1	18%	-1.6%	-14%	-2.0	71	0.2%	-5%	-0.1%	i	22	2%

Screening results: PubChem, several laboratories
